# From PubChem BioAssay
# GAA glycogen mod – qHTS Assay for Inhibitors and Activators of Human alpha-Glucosidase Cleavage of Glycogen; 0.38% of 300,000 active; Lysosomal alpha-glucosidase (Homo sapiens), P10253; AID 2100, 2009; Potency, µM (top dose mostly 76.4 µM), for inactives: top-dose activity change, negative = inhibition, actives largely listed as inhibitors; recombinant GAA, glycogen substrate, Amplex Red glucose oxidase fluorescence;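 further: 0% = full enzyme reaction and -100% = no-enzyme basal signal; the screen sought inhibitors and activators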
#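 Recombinant human alpha-glucosidase (4 nM final) hydrolysed bovine liver glycogen (30 ug) for 40 min at 37 C in pH 5.0 citrate/phosphate with 0.01% Tween-20. Released glucose detected by glucose oxidase/Amplex Red, Ex 573/Em 610 nm. Compounds up to 77 uM; AC50 from Hill fits.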
# GAA inhib – qHTS Assay for Inhibitors of Human alpha-Glucosidase as a Potential Chaperone Treatment of Pompe Disease; 0.005% of 200,000 active; AID 1466, 2008; Potency, µM (series often up to 76.9 µM), for inactives: at the highest dose activity change, negative = inhibition, hits mostly inhibitors; Lysosomal alpha-glucosidase (Homo sapiens), P10253; purified human GAA, 4-MU-alpha-glucoside fluorescence;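 further: plate controls were uninhibited enzyme wells for no effect and no-enzyme background for full effect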
#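 Read-out is 4-methylumbelliferone fluorescence (Ex 365/Em 440 nm) after NaOH/glycine stop at pH 10. Enzyme 4 nM, substrate 400 uM, pH 5.0 citrate buffer, 20 min room temperature; AC50 from Hill-equation concentration-response.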
# TRb-SRC2 inh – qHTS for Inhibitors of the Interaction of Thyroid Hormone Receptor and Steroid Receptor Coregulator 2; Thyroid hormone receptor beta (Homo sapiens), P10828; TRbeta-SRC2 peptide binding, fluorescence polarization; receptor liganded with 1 µM T3; Potency, µM (doses to about 106 µM), for inactives: top-dose activity change, negative = inhibition, actives largely listed as inhibitors; 0.065% of 280,000 active; AID 1469, 2008;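 further: plate controls were bound peptide for no effect and peptide without receptor for full effect; nearly all actives have a fitted effect of over 50% in size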
# Target sequence (P10828 whole entry, looked up): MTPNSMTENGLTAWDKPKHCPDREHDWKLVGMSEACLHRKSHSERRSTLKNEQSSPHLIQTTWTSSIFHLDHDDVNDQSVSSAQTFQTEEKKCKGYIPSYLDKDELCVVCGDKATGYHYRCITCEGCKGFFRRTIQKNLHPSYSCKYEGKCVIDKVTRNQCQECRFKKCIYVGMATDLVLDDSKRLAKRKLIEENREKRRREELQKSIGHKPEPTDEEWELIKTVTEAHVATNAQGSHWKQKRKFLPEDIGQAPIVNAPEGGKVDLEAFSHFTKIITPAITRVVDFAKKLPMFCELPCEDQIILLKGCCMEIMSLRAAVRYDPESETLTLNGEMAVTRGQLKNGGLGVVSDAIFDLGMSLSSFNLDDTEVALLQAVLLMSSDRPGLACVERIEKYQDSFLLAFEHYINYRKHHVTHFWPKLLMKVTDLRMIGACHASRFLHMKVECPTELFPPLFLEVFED
#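 Compounds were added to 0.6 uM TRb ligand-binding domain and 20 nM Texas Red-labeled SRC2 peptide in Tris buffer containing 1 uM T3, incubated 5 hr at ambient temperature, then read by fluorescence polarization.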
# TR SRC2 fluor cs – Total Fluorescence Counterscreen for Inhibitors of the Interaction of Thyroid Hormone Receptor and Steroid Receptor Coregulator 2. TRb/SRC2 Texas Red total fluorescence interference. Potency, µM (highest dose often 106 µM), inactives show at the top dose fluorescence change, negative = quenching. 0.29% of 280,000 active; active means well fitted curve in either direction with a large enough effect; inconclusive means small, poorly fitted or top-dose-only effect
#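 Flags fluorescent or light-absorbing compounds by total fluorescence, S + 2P, at 555 nm excitation and 632 nm emission. Mixture: 20 nM Texas Red SRC2 peptide, 0.6 uM human TRb LBD, 1 uM T3, 5% DMSO; compound exposure 5 h at ambient temperature.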
# GAA spleen mod – qHTS Assay for Inhibitors and Activators of Human alpha-Glucosidase From Spleen Homogenate; Lysosomal alpha-glucosidase (Homo sapiens), P10253; Potency, µM (titrated, usually from 79.9 µM), without a hit: at the highest dose activity change, negative = inhibition, actives largely listed as inhibitors; 0.006% of 240,000 active; human spleen homogenate, 4-MU-alpha-glucoside fluorescence; AID 2112, 2009;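 further: 0% = enzyme with vehicle and -100% = no enzyme basal signal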
#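 Human spleen homogenate (1 ug) with 4-methylumbelliferyl-alpha-D-glucopyranoside (1 mM final) in 50 mM citrate/phosphate pH 5.0, 0.01% Tween-20; 40 min at 37 C. Stopped at pH 10; 4-MU fluorescence Ex 365/Em 440 nm; AC50 by Hill fit.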
# RECQ1 inh – qHTS Assay for Inhibitors of RecQ-Like Dna Helicase 1 (RECQ1) | AID 2549, 2010 | 0.54% of 240,000 active | Potency, µM (doses to about 57.3 µM), for the others: at the highest dose activity, negative = inhibition, usual class: inhibitors | RECQ1 DNA unwinding, red fluorescence kinetic read;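 further: plate controls were vehicle for no effect and no enzyme for full effect; nearly all actives have a fitted effect of over 30% in size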
# Target sequence (P46063 whole entry, looked up): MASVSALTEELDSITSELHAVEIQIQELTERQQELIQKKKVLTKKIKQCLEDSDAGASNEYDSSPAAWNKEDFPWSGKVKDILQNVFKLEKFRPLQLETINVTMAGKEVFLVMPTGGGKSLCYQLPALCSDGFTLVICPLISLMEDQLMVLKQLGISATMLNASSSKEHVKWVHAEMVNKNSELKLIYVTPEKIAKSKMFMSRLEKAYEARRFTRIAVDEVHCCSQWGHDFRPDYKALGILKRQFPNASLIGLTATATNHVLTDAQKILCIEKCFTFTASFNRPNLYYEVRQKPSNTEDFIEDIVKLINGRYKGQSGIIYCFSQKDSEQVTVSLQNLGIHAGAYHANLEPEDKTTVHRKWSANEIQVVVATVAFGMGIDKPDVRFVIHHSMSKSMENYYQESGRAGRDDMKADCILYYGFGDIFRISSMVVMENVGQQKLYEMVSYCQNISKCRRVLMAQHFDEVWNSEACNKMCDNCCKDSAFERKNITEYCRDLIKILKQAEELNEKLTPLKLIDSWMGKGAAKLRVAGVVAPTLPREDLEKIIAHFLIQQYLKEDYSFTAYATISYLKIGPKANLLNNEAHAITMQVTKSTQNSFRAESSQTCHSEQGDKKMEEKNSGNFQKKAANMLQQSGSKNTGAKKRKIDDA
#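 RECQ1T1 50 nM; forked duplex (20 bp + 30-nt ss tails) 200 nM, ATP 2 mM final; pH 8.0, 2 mM MgCl2, 2.5 ug/ml poly(dI-dC); 15 min compound preincubation; discontinuous kinetic read over 2 h at RT.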
# RGS12 GoLoco inh – qHTS Assay for Inhibitors of RGS12 GoLoco Motif Activity (Red Fluorophore); Potency, µM (highest dose often 61.6 µM), inactives show at the top dose activity, negative = inhibition, usual class: inhibitors; 0.44% of 230,000 active; Guanine nucleotide-binding protein G(i) subunit alpha-1 (Homo sapiens), P63096; Gai1:RGS12 GoLoco peptide FP, rhodamine, 10 min; active means well fitted inhibition curve with a large enough effect, not every such curve was filed as active; inactive means no such curve, though single readings can be large or run the other way; further: nearly all actives have a fitted effect of over 30% in size; many of its hits are not listed in these tables
# L3MBTL1 block – qHTS Assay for the Inhibitors of L3MBTL1; AlphaScreen L3MBTL1–H3K9me1 peptide binding; AID 485360, 2010; 0.66% of 230,000 active; Potency, µM (titrated, usually from 57.1 µM), for inactives: at the top dose activity, negative = inhibition, hits mostly inhibitors; further: nearly all actives have a fitted effect of over 60% in size
#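 L3MBTL1 (50 nM) pre-complexed 30 min with biotinylated H3(1-15)K9me1 peptide (75 nM), then compounds added for 30 min at room temperature; AlphaScreen streptavidin donor/nickel chelate acceptor beads (10 ug/mL final) read after 30 min dark incubation.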
# Starred values were filed as active, the others as inactive; i = inactive; ? = inconclusive; nt = no result given; [ ] = dose if it differs, or a comment. Unless noted, the call rests on the fitted dose curve; in most records, active means well fitted curve in the direction sought with a large enough effect; inconclusive means small, poorly fitted or top-dose-only effect, or another doubt; inactive means no such curve, though single readings can be large; an effect the other way counts as inactive or inconclusive. Unless noted, on the % scale 0 is the no-effect control and ±100 the full control effect; potency means the concentration at half of the fitted maximal effect.
# Each structure is followed by: GAA inhib | RECQ1 inh | RGS12 GoLoco inh | L3MBTL1 block | GAA glycogen mod | TRb-SRC2 inh | TR SRC2 fluor cs | GAA spleen mod
Cc1ccccc1-c1nc(CS(=O)CC(=O)NCCN2CCN(Cc3ccccc3)CC2)c(C)o1 (centres undefined)
  0% | -10% | 3% | -2% | 7% | 4% | -6% | -7%
Cn1cccc1/C=N/n1c(-c2ccc(Cl)cc2Cl)n[nH]c1=S
  3% | 0% | 3% | -9% | ? | -1% | 3% | -12%
CC(Sc1nnnn1C)C(=O)Nc1ccc(N2CCOCC2)cc1 (centres undefined)
  -2% | i | -10% | 6% | 12% | -9% | -1% | -6%
COC(=O)c1c(C)[nH]c(-c2csc(N)n2)c1C
  13% | 4% | 37%[activator] | -13% | -27% | 5% | 1% | -17%
O=C1c2ccccc2C(Nc2ccc3c(c2)OCCO3)N1Cc1ccco1 (centres undefined)
  1% | -15% | -6% | -48% | -10% | 3% | -3% | -8%
Brc1ccc(-c2cnco2)cc1
  1% | -2% | 2% | 5% | 17% | 1% | -4% | ?
CCC(=O)Oc1ccc(C/C(=N\O)c2ccc(O)cc2O)o1
  4% | -23% | -3% | 32µM* | 1% | -3% | -3% | -7%
N#CC1=C(N)NC(SCc2ccc(Br)cc2)=C(C#N)C12CCCCC2
  -2% | ? | -1% | -29% | -16% | 0% | -6% | -8%
Clc1ccc(/C=N/Nc2ccccn2)cc1
  -6% | -2% | -13% | nt | ? | 5% | -1% | -7%
Cc1cccc(N2CCN(C(=O)CN3C(=O)C4CC=CCC4C3=O)CC2)c1C (centres undefined)
  -1% | i | 9% | -1% | -1% | 2% | 0% | 0%
O=C(CNCc1cccc2ccccc12)Nc1ccccc1[N+](=O)[O-]
  -3% | -7% | 4% | ? | -3% | 2% | -7% | 2%
COc1cc(S(=O)(=O)N2CCN(c3ccccc3F)CC2)c(OC)cc1Cl
  -12% | -10% | 5% | 0% | -6% | 11% | 1% | -10%
C=CCn1c(SCc2nc(N)nc(N3CCCCC3)n2)nnc1-c1ccco1
  ? | 1% | 27% | -8% | -2% | -4% | -2% | 2%
COc1ccc(/C=C(\C#N)C(=O)Nc2cccc3ncccc23)cc1OC
  nt | i | 0% | nt | 10% | -1% | 1% | -2%
CCc1ccc2c(c1)C(c1ccc([N+](=O)[O-])cc1)=NNC(c1ccc(C)cc1)=N2
  -26% | -5% | 10% | -7% | 6% | -18% | 0% | -4%
O=S(=O)(c1ccc(N2CCN(S(=O)(=O)c3ccccc3)CC2)nc1)N1CCCC1
  6% | -4% | 3% | 2% | -4% | 1% | 1% | 0%
O=C(CN1CCN(C(=O)C2COc3ccccc3O2)CC1)Nc1ccc(F)cc1 (centres undefined)
  0%[15.4 µM] | 4% | 9% | 10% | 0% | -1% | -2% | 6%
O=CN1CCN(C(C(=O)NC2CCCC2)c2cc3c(cc2[N+](=O)[O-])OCO3)CC1 (centres undefined)
  9% | -9% | 369%[activator] | 3% | 3% | 1% | -2% | -5%
COc1ccc(-c2csc(N(CC3CCCO3)C(=O)c3ccco3)n2)cc1 (centres undefined)
  -9% | -7% | 1% | -17% | -22% | -11% | -1% | -6%
COc1cc(OC)c(OC)cc1/C=N/N(C)c1ccccc1
  -8% | -11% | -4% | nt | -2% | -12% | -5% | -9%
S=C1N[C@H]2CCCC[C@@H]2N1
  nt | i | 1% | 10% | 4% | -1% | -3% | 6%
Cc1cc(C)n(-c2nnc(N3CCN(c4ccccc4)CC3)nn2)n1
  -7% | 1% | -8% | -15% | 3% | -2% | -2% | nt
Cc1nn(-c2ncc(C(F)(F)F)cc2Cl)c(=O)n1-c1cccc(F)c1
  -7% | i | 3% | 8% | 7% | -3% | -2% | nt
COc1ccc(O[C@H]2C=C[C@@H](c3ccccc3)O[C@@H]2COC(=O)CC/C(C)=N/OC[C@@H](O)COCc2ccco2)cc1
  -1% | -26% | 3% | -15% | -6% | 3% | -2% | -14%
CC(=O)Nc1nc(C=C(Cl)Cl)cs1
  0% | -4% | -3% | nt | 1% | -9% | -5% | -4%
S=C(Nc1cccc(Cl)c1)Nc1ccccc1Oc1ccccc1
  2% | i | 7% | -3% | -7% | 4% | 0% | 3%
CCOC(=O)C1OC1C(=O)NC(CC(C)C)C(=O)NCCC(C)C (centres undefined)
  nt | 10% | -4% | nt | nt | 1% | -1% | 2%
CCc1ccc(N(C(=O)c2csnn2)C(C(=O)NC(C)(C)CC)c2cccnc2)cc1 (centres undefined)
  -1% | -6% | 11% | nt | -11% | 4% | 1% | -3%
O=C(c1ccc(F)cc1)N1CCN(c2cc(N3CCCCC3)c(F)cc2[N+](=O)[O-])CC1
  -13% | -16% | 0% | -16% | -5% | -5% | -4% | 4%
CCCOc1cc(CN2CCCCC2)cc(C(C)=O)c1
  -3% | -2% | -10% | nt | 1% | -15% | -1% | -11%
Clc1ccc(-n2cccc2CN2CCc3c([nH]c4ccccc34)C2c2ccccn2)nc1 (centres undefined)
  -5% | 2% | 13% | ? | -10% | -2% | -4% | -9%
Cc1cccc(NC(=O)CCNC(=O)c2ccco2)c1
  5% | -1% | 2% | -5% | 12% | 8% | 1% | 3%
O=C(NCCCc1ccccc1)c1ccccc1
  -1% | 0% | 4% | -1% | 4% | 5% | 1% | -4%
O=C(CN1CCCCC1)N1N=C(c2cccs2)CC1c1cccs1 (centres undefined)
  ? | i | 12% | -12% | -7% | -7% | -2% | -1%
COc1ccc(NC(=O)C2CCN(S(=O)(=O)c3cccc4cccnc34)CC2)cc1OC
  -10% | i | 8% | -1% | 8% | 3% | -4% | -7%
CCOC(=O)C1=C(C)NC(C)=C(C(=O)OCC)C1c1sccc1C
  -7% | -38% | 5% | 4% | ? | 3% | 1% | 3%
COC(=O)Nc1ccc(S(=O)(=O)N2CCCC(C(=O)NC3CCS(=O)(=O)C3)C2)cc1 (centres undefined)
  3% | 1% | -6% | 3% | 0% | 4% | -2% | -3%
Cc1ccc(CNC(=O)CSCc2ccccc2F)cc1
  4% | -13% | 7% | nt | -12% | -1% | 1% | -2%
CC(NC(=O)c1ccc(Br)cc1)c1ccc2c(c1)CCCC2 (centres undefined)
  ? | -8% | nt | 15% | -4% | 2% | -3% | 3%
CCc1ccc(NC(=S)NNC(=O)c2ccccc2OC(F)F)cc1
  -8% | i | 13% | 3% | -4% | 2% | 0% | 1%
O=S(=O)(NCc1ccc(F)cc1)c1cccc(S(=O)(=O)N2CCOCC2)c1
  -7% | -13% | 1% | nt | 9% | 3% | -3% | 1%
Cc1cccc2nc(CSCc3ccco3)cn12
  -4% | -4% | -4% | ? | -2% | 1% | -3% | 1%
O=C(Cc1csc(Nc2nc(=S)[nH]c3ccccc23)n1)NCc1cccc(Cl)c1
  0% | -1% | 6% | 4% | -4% | 6% | -2% | -9%
Cc1cc(Cl)ccc1NNC(=O)CCc1ccccc1
  -2% | 13% | -13% | ? | ? | -16% | 0% | 3%
CCOC(=O)C1=C(C)OC(N)=C(C(=O)OCC)C1c1cccnc1 (centres undefined)
  -4% | -2% | 11% | nt | 1% | 3% | -3% | -10%
Cc1ccc(N(CC(=O)NC(C)c2ccccc2)S(=O)(=O)c2cccs2)cc1 (centres undefined)
  -5% | -11% | 0% | nt | 3% | -3% | -5% | 1%
COc1ccc(Cn2cnc3c(N)c(C)c(C)cc32)cc1
  -1% | i | 11% | ? | -25% | 1% | 2% | 2%
O=C(COC(=O)c1cc(S(=O)(=O)N2CCOCC2)ccc1O)Nc1cc(S(=O)(=O)N2CCCC2)ccc1Cl
  nt | -3% | 4% | -2% | 4% | -1% | -9% | 0%
O=C(NCc1ccccc1)C1=C[C@H](c2csc3ccccc23)C[C@H](OCCCCO)O1
  nt | -22% | 11% | -6% | 0% | 0% | 0% | -2%
CCOC(=O)c1ccc(N=c2scc(C)n2CC)cc1
  -9% | -10% | 5% | -11% | -3% | -5% | -2% | -20%
Cc1cccc(NC(=O)N2CCN(Cc3ccc4c(c3)OCO4)CC2)c1C
  2% | i | 0% | 6% | -2% | 8% | -3% | -11%
COCCCNC(=O)c1ccc(NS(C)(=O)=O)cc1
  5% | -5% | -3% | nt | 7% | 5% | -4% | 2%
Cc1oc2ccc(O)c(CN3CCOCC3)c2c1C(C)O (centres undefined)
  -1% | -4% | -16% | -1% | -14% | -3% | -2% | 1%
CN(C)/C=N/c1c(C#N)cnn1-c1ccc(F)c(Cl)c1
  nt | -5% | nt | nt | nt | -4% | -1% | -1%
Cc1ccc(S(=O)(=O)NC2=C(N3CCN(c4ccccc4F)CC3)C(=O)c3ccccc3C2=O)cc1
  -8% | -4% | 3% | -10% | -18% | -7% | -2% | -9%
O=C(Nc1ccccc1C(=O)NC(Cc1ccccc1)C(=O)NC1CCCCCC1)c1ccccc1 (centres undefined)
  1% | -13% | 9% | -2% | 2% | -1% | 1% | -9%
Cc1ccc(NC(=O)c2cncc(Br)c2)c([N+](=O)[O-])c1
  ? | -2% | -6% | 0% | 0% | -2% | 2% | -4%

# Not all compounds are listed; the hit share may differ from the screen's.
